# ROC1-CUL1 inh – inhibitors of human ROC1-CUL1 ubiquitin ligase activity | in vitro K48 di-Ub FRET, acceptor:donor ratio, 45 min | 0.6% of 140,000 active | inhibition, % at 10 µM | AID 1347404, 2020; in the data active = inhibition above about 25%
# Target sequence (P62877 whole entry, looked up): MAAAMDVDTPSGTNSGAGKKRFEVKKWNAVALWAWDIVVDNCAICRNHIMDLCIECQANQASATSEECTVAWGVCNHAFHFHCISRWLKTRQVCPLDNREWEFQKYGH
# Target sequence (Q13616 whole entry, looked up): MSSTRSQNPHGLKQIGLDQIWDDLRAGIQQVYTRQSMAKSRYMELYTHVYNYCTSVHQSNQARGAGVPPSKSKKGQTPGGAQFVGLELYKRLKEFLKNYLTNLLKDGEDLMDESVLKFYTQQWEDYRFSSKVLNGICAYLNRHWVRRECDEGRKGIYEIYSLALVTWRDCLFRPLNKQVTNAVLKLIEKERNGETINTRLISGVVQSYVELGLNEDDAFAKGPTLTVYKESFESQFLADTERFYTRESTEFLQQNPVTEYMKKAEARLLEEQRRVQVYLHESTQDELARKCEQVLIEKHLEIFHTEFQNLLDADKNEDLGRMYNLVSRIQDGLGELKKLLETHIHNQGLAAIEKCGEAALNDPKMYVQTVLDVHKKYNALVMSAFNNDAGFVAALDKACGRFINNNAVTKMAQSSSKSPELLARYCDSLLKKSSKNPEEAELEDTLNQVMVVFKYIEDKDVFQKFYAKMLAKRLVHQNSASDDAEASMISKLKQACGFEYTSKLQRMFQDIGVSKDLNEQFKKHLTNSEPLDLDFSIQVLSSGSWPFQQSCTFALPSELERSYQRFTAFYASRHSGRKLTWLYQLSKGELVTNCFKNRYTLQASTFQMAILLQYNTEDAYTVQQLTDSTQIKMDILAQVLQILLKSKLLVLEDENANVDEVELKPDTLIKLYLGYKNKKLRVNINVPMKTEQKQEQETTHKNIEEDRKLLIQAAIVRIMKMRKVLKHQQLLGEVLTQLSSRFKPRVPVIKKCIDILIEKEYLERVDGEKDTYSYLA
# * marks the source's active call; other numbers are inactive results.
ROC1-CUL1 inh	compound
-3.9	Cc1ccc(C(C)C)c(OCC(O)CN2CCN(c3ccccc3F)CC2)c1 (stereo not drawn)
-1.7	CN(C)c1ccc(C(=S)N2CCCC2)cc1Br
-1.3	Cc1cc(C)n(-c2nc3c(C)cccc3s2)n1
0.3	Cc1cc(Cl)ccc1NC(=O)N1CCC(Cn2cc(CN(C)C)nn2)CC1
5.1	Cc1ccc(-n2c(SCC(=O)Nc3ccc(C)cc3C)nc3sc4c(c3c2=O)CCCC4)cc1
2.2	CCc1ccc(C2C(C(=O)c3ccc(C)cc3)C(=O)C(=O)N2c2nc3ccc(C)cc3s2)cc1 (stereo not drawn)
-0.9	O=C(NCC1CCCO1)c1ccccc1Cl (stereo not drawn)
10.7	COc1ccccc1-c1oc2ccccc2c(=O)c1OC(=O)c1cccs1
-5.3	Cc1ccc(S(=O)(=O)N2CCCCC2)cc1C(=O)Nc1cccc(C)c1C
-3.2	Cc1cn2c(=O)c(S(=O)(=O)NCc3ccccc3Cl)c(C)nc2s1
5.7	CCOc1ccc(NC(=O)CCS(=O)(=O)c2ccc3nc(C)sc3c2)cc1
-3.4	[N-]=[N+]=Nc1ccc(/C=C/c2ccc(N=[N+]=[N-])cc2S(=O)(=O)N(CCO)CCO)c(S(=O)(=O)N(CCO)CCO)c1
-10.3	CC(Nc1ccc(C(F)(F)F)cc1N)c1ccccc1 (stereo not drawn)
-15.0	CCCC(=O)Nc1ccc(-c2nc3ncccc3o2)cc1C
8.6	Cc1ccc(S(=O)(=O)c2nnn3c2nc(N2CCCC(C)C2)c2cc(Cl)ccc23)cc1C (stereo not drawn)
4.0	NC(=O)c1ccccc1NS(=O)(=O)c1ccccc1[N+](=O)[O-]
2.3	CCOC(=O)c1c(NC(=S)NCc2ccccc2)sc2c1CC(C)(C)OC2
-6.4	CCN(CC)c1ccc(N(CCO)CCO)cc1C(N)=O
6.8	CCOC(=O)c1nn(-c2ccccc2F)c2nnc(C)c(=O)n12
7.9	CCC(=O)Nc1ccccc1-c1nc2ccccc2n(CC(=O)c2ccc(Br)cc2)c1=O

# Among those listed so far, these have fluorine.
ROC1-CUL1 inh	compound
-3.9	Cc1ccc(C(C)C)c(OCC(O)CN2CCN(c3ccccc3F)CC2)c1 (stereo not drawn)
-10.3	CC(Nc1ccc(C(F)(F)F)cc1N)c1ccccc1 (stereo not drawn)
6.8	CCOC(=O)c1nn(-c2ccccc2F)c2nnc(C)c(=O)n12

# (continued)
ROC1-CUL1 inh	compound
4.7	O=C1CSC2(N1)C1CC3CC(C1)CC2C3 (stereo not drawn)
-6.6	CCOC(=O)N=c1c(C#N)nc(-c2ccccc2)cn1C
5.4	CCc1ccc(CNCC2CCNCC2)cc1
-12.4	O=CN1CCCN(c2nc3nonc3nc2NC2CC2)CC1
-4.2	CCC1(CC)OC(C2CCCCC2)Nc2ccccc21 (stereo not drawn)
1.1	CC(C)(C)c1cc(N=Cc2cc(C(C)(C)C)c(O)c(C(C)(C)C)c2)c(O)c(C(C)(C)C)c1
7.0	COc1ccc(/C=C2/C(=O)NN(c3ccc(Br)cc3)C2=O)cc1
7.8	CCc1nn2c(=O)cc(COC(=O)c3ccc4c(c3)OCO4)nc2s1
4.3	Cn1c(=O)c2cc(C(=O)N/N=C\C3CC=CCC3)c(N)nc2n(C)c1=O (stereo not drawn)
6.5	COc1ccc(C(=O)Nc2ccc(C)cn2)cc1
-4.7	C=CCOc1ccccc1CN1Cc2ccccc2OC(C)C1 (stereo not drawn)
10.7	CN(Cc1ccccc1)Cc1cnc(S(C)(=O)=O)n1Cc1ccccc1F
-10.1	CCCn1c(C)c(CC(=O)N(C)C2CCOCC2)c2c1CC(C)(C)CC2=O
14.2	C#CCOc1ccc(C(=O)N2CCCCCC2)cc1
7.5	CCOC(=O)c1ccc(N=C2S/C(=C\c3ccccc3OC)C(=O)N2c2ccc(C(=O)OCC)cc2)cc1
12.5	CCOC(=O)c1c(NC(=O)c2cc(OC)c(OC)c(OC)c2Br)sc2c1CCC2
4.4	Cc1ccc(NC(=O)Cn2c(=O)ccc3cc(S(=O)(=O)N4CCC(C)CC4)ccc32)cc1C
7.8	CCN1CCN(C(=O)c2ccc3c(c2)N(Cc2c(F)cccc2Cl)C(=O)c2ccccc2S3)CC1
-1.2	Cc1c(CC(=O)NCc2ccccn2)c2c(n1CC1CCCO1)CCCC2=O (stereo not drawn)
7.1	Cc1ccc(C)c(CN2C(=O)c3ccccc3S(=O)(=O)c3ccc(C(=O)Nc4ccccc4C(F)(F)F)cc32)c1
6.9	Cc1cc(C(=O)NC2CCCc3nc(-c4cccnc4)ncc32)c(C)o1 (stereo not drawn)
-2.8	CC(C)c1ccc(CCC(=O)N2CCc3ccccc3C2)cc1
3.2	CNC(=O)c1c(NC(=O)c2ccc(S(=O)(=O)N3CCCCC3)cc2)sc2c1CCC2
-5.9	O=C(Cn1ncc2c3ccccc3n(Cc3ccccc3F)c2c1=O)N1CCCCCC1
10.4	Fc1ccc(CNC2CCCc3nc(-c4cccnc4)ncc32)cc1F (stereo not drawn)
8.7	COCc1cn(CC2CCN(Cc3ncc(C)[nH]3)CC2)nn1
-15.5	COc1cnc(-c2cnc(OC)nn2)nn1
0.6	Cc1sc2nc(-c3ccncc3)[nH]c(=O)c2c1-c1ccccc1
0.0	O=C1CCCN1c1ccc(S(=O)(=O)N2CCC3(CC2)OCCO3)cc1
3.2	CC(C)(C)NCC(=O)N1CC(=O)Nc2ccccc21
1.9	CCCCN=CC1Sc2ccc(OCC)cc2C1=O (stereo not drawn)
4.1	Cc1cccc(CSc2nnc3[nH]c(=O)cc(-c4ccccc4)n23)c1
-0.6	COc1ccc(OC)c(CN2CCOc3ccc(C(C)(O)COc4ccccc4)cc3C2)c1 (stereo not drawn)
10.2	COc1ccc(Cl)cc1NC(=O)CSc1nnc(-c2cc3cccc(OC)c3o2)n1N
2.2	CCOC(=O)C1(Cc2ccc(F)cc2)CCCN(C(=O)c2cc(CC(C)C)[nH]n2)C1 (stereo not drawn)
6.0	O=C(O)c1cc(-c2ccccc2)nc2c(Cl)ccc(Cl)c12
6.2	N[C@@H](Cc1cnc[nH]1)C(=O)N1CCc2[nH]nc(COc3ccccc3)c2C1
-2.5	CCN(CC)CCCn1c(N)c(C#N)c2nc(C#N)c(C#N)nc21
3.4	Cc1nc2ccccc2nc1-c1nnc(SCc2ccccc2)o1
-0.8	O=C(CCCn1c(=O)c2cccn2c2cccnc21)Nc1ccccc1Br
-2.5	COc1ccc(-c2ccc(C#N)c(SCC(=O)Nc3cccc(C)c3)n2)cc1OC
-0.2	CC(C)CCc1n[nH]c2c1CN(C(=O)c1cscn1)CC2
10.8	c1ccc2sc(N3CCCN(Cc4nc(-c5ccc6c(c5)OCO6)no4)CC3)nc2c1
0.7	CCn1c(-c2cccc(OC)c2)nc2cc(NC(C)=O)cc(C(=O)NCCCOc3cccnc3)c21
11.2	CC1=NC2=C(C(=O)c3ccccc32)C(c2ccccc2)C1[N+](=O)[O-] (stereo not drawn)
7.7	Cc1ccc(C23CC4CC(CC(CNC(=O)c5ccc(S(=O)(=O)N6CCOCC6)cc5)(C4)C2)C3)cc1
-9.2	Cc1oc2cc(OCc3cnn(-c4ccccc4)c3)ccc2c(=O)c1Oc1ccc(F)cc1
0.7	COC(=O)C(C)OC(=O)c1ccc(Oc2nc(NC(C)C)nc(NC(C)C)n2)cc1 (stereo not drawn)
3.3	CSCC(=O)NC1CCCN(Cc2ccccn2)C1 (stereo not drawn)
9.6	C=CCn1c(SCC(=O)N(CCC)CCC)nc2ccc(I)cc2c1=O
12.6	Cc1cccc(-n2cccc2CC2=NC(=O)NC2=O)c1C
-2.0	Cc1c(C(c2ccncc2)c2c(C)n(C)n(-c3ccccc3)c2=O)c(=O)n(-c2ccccc2)n1C
2.2	COC(=O)c1ccc(NC(=O)CSc2nnc(C(C)Oc3ccccc3)n2C)cc1 (stereo not drawn)
-0.5	Cc1noc(C)c1CCC(=O)NCc1cccnc1N1CCOCC1
-1.7	CC1=NN(C(N)=S)C(=O)C1N=Nc1cccc(Cl)c1 (stereo not drawn)
-0.9	CCOC(=O)c1c(C)sc2c1N(C(=O)CN1CCOCC1)c1cc(Cl)ccc1S2
0.7	COc1ccccc1N1CCN(C(=O)N=C2CN(CC(C)C)C(=O)c3ccccc32)CC1
-2.0	Cc1cc(C)c(S(=O)(=O)N2CCN(Cn3cnc4ccccc43)CC2)c(C)c1
-11.7	C=C(C)Cn1c(SCc2ccccc2)nc2c(c1=O)C1(CCCC1)Cc1ccccc1-2
4.1	CN(C)c1ccc(/C=N/N(CCC#N)C2NS(=O)(=O)C3CCCCC23)cc1 (stereo not drawn)

# Fetched by compound from the entries so far, 3 records:
ROC1-CUL1 inh	compound
11.2	CC1=NC2=C(C(=O)c3ccccc32)C(c2ccccc2)C1[N+](=O)[O-] (stereo not drawn)
-9.2	Cc1oc2cc(OCc3cnn(-c4ccccc4)c3)ccc2c(=O)c1Oc1ccc(F)cc1
-1.7	CC1=NN(C(N)=S)C(=O)C1N=Nc1cccc(Cl)c1 (stereo not drawn)

# Part of the list above, with tabs.
mol	ROC1-CUL1 inh
c1ccc2sc(N3CCCN(Cc4nc(-c5ccc6c(c5)OCO6)no4)CC3)nc2c1	10.8
CCn1c(-c2cccc(OC)c2)nc2cc(NC(C)=O)cc(C(=O)NCCCOc3cccnc3)c21	0.7

# Later entries:
ROC1-CUL1 inh	compound
0.6	Cc1cccc(OCC(=O)Nc2c(C(=O)N3CCN(c4ccccc4F)CC3)oc3ccccc23)c1
5.4	CC1CCN(S(=O)(=O)c2ccc3nc(NCc4ccc(F)cc4)ccc3c2)CC1
1.9	CC1CN(CCCSc2ccccc2)CC(C)O1 (stereo not drawn)
1.6	Cc1ccccc1CC1(CO)CCCN(Cc2ccccn2)C1 (stereo not drawn)
1.9	CCCCOc1ccc(C(=O)Nc2cc(-c3nc4cc(C)cc(C)c4o3)ccc2C)cc1
1.9	CC1(C)CC(=O)C(CC(=O)c2ccc(Cl)cc2)C(=O)C1
3.9	c1cc(-c2cncnc2)cc(-c2ccn(CC3CC3)n2)c1
5.4	CC(C)CS(=O)(=O)c1ccc(C2(O)C[N+](C)(CCO)CCO2)cc1 (stereo not drawn)
-3.5	O=C1OC(c2ccccc2)(c2ccccc2)c2c(Br)c(Br)c(Br)c(Br)c21
8.9	O=C(/C=C\c1ccco1)Nc1ccc(NC(=O)c2cccs2)cc1
8.0	CCCCN(C)C(=O)CCC1(Cc2ccc(F)cc2)CCC(=O)N1 (stereo not drawn)
3.0	CCOc1ccc(C2=Nc3nc4ccccc4n3C(c3cccc(Br)c3)C2)cc1Cl (stereo not drawn)
-3.5	Clc1ccc(COc2ccccc2CNCc2cccnc2)cc1
11.2	CN(Cc1nc2ccccc2s1)C(=O)Cn1nnnc1CN1CCCC1
-8.7	CCSc1nnc2c(n1)OC(c1cc(OC)c(O)c(OC)c1)Nc1ccccc1-2 (stereo not drawn)
4.9	Cc1cc(C(=O)Nc2ccc(F)c(F)c2)no1
7.8	COc1ccc(C(=O)NCCc2ccncc2)cc1OC1CCN(C(C)C)CC1
-4.2	CCOC(=O)c1sc(N=CC2C(=O)NC(=O)N(c3ccc(C)cc3)C2=O)c(C#N)c1C (stereo not drawn)
4.1	CC(=O)c1cccc(NC(=O)C2CCN(S(=O)(=O)c3ccccc3)CC2)c1
0.0	COc1ccc(C)cc1NC(=O)CN1C(=O)COc2ccc(S(=O)(=O)NC3CCCC3)cc21
-0.1	CC1=Nc2ncnn2C(c2sccc2C)C1C(=O)Nc1cc(Cl)ccc1C (stereo not drawn)
-3.1	CCOc1ccc(Br)cc1/C=N/NC(=O)CSc1nnc(-c2ccncc2)n1-c1ccccc1
-9.3	Cc1ccc(CC2(CCC(=O)NCc3cc(C(F)(F)F)ccc3F)CCC(=O)N2)cc1 (stereo not drawn)
-5.5	CCc1c(C#N)c(N)nc2sc(C(N)=O)c(N)c12
1.9	O=C(NC(=O)c1ccc(Cl)cc1)OC1CCCCC1
0.6	CCOCCn1c(=O)c2c(nc3n2CCN3c2cccc(C)c2C)n(C)c1=O
4.7	COc1ccc(-n2c(-c3ccccc3)c(Cc3ccccc3)c(-c3ccc(Cl)cc3)c(C(=O)c3ccccc3)c2=S)cc1
-0.6	C=CCc1cc(C(=O)NC2CCCC2)ccc1OC
0.7	O=c1cnn(-c2cc(Cl)cc(Cl)c2)c(=O)[nH]1
-4.8	Cc1ccc(Oc2ncccc2CNC(=O)CCc2cn[nH]c2)c(F)c1F
0.3	COCCCN1C(=O)C(=O)C(C(=O)c2ccc(OC(C)C)c(C)c2)C1c1cccnc1 (stereo not drawn)
-3.6	COc1cc2nc(NC(=O)c3ccc(S(=O)(=O)N4CCCC4)cc3)sc2cc1OC
0.9	N#CC1c2ccccc2CSc2ccccc21 (stereo not drawn)
3.6	CC(=O)Nc1c(C(=O)N2CCN(CCO)CC2)cnn1-c1ccccc1Cl
6.7	O=C(CCC1(Cc2ccc(F)cc2)CCC(=O)N1)NCc1nc(-c2ccccc2)no1 (stereo not drawn)
-7.2	CC(C)CN=C1Nc2cccc3cccc1c23
4.8	COc1cc(NS(=O)(=O)c2ccc3oc(=O)c4ncn(C)c4c3c2)cc(OC)c1
1.8	CCOc1cc(CN2CCC(C(Cc3ccccc3)N(C(=O)c3ccco3)C3CC3)CC2)ccc1O (stereo not drawn)
1.9	Cc1cc2[nH]nc(O)c2c(C)n1
4.3	COc1ccccc1-c1cc(-c2ccc(C)cc2)nc2sc(C(=O)Nc3c(C)cc(C)cc3C)c(N)c12
-0.7	CC1=CC(=O)C=C(C)C12CCCCC2
6.6	CCS(=O)(=O)N1CCC(C(=O)NCC(C)C)CC1
-3.6	CCOC(=O)c1ccc(NC(=O)c2cccc3c2N=C2CCCCC2C3=O)cc1 (stereo not drawn)
9.4	COc1ccc(NS(=O)(=O)c2ccc3[nH]c(=O)ccc3c2)cc1OC
4.9	CC1CCc2cc(F)ccc2N1C(=O)c1ccc(Cl)cc1Cl (stereo not drawn)
4.5	COC(=O)CN1C(=O)C(O)(C(F)(F)F)c2ccccc21 (stereo not drawn)
63.3*	Cc1cccc(NC(=O)c2sc3nc(-c4cc5ccc(O)cc5oc4=O)[nH]c(=O)c3c2C)c1

# Reformatted bar-delimited: entries from further up.
Structure | ROC1-CUL1 inh
CC1=CC(=O)C=C(C)C12CCCCC2 | -0.7
CCS(=O)(=O)N1CCC(C(=O)NCC(C)C)CC1 | 6.6

# Screens from PubChem.

# Some of the compounds tested; rates above refer to the full screens.
